Compound activity as filed in PubChem.
Tau fibril ThT: blocks human tau fibril formation measured by thioflavin T | hit rate 2.1% among 270,000 | recombinant tau K18 P301L, heparin-induced fibrillization, ThT fluorescence | Potency, µM (titrated, usually from 57.4 µM), without a hit: top-dose activity, negative = inhibition, hits mostly inhibitors | P10636; further: nearly all actives have a fitted effect of over 55% in size
Target sequence (P10636 561-689 P618L limits assumed): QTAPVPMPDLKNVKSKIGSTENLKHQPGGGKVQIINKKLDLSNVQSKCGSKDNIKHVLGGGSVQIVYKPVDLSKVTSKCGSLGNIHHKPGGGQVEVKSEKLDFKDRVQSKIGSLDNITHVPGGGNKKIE
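Using a mix of unlabeled (15 uM) and Alexa 594-labeled (0.24 uM) tau K18 P301L, heparin-triggered fibrillization over 6 hr at 37 C was scored by ThT fluorescence.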
L3MBTL1 block: blocks human L3MBTL1 | AID 485360 | Q9Y468 | hit rate 0.66% among 230,000 | Potency, µM (series often up to 57.1 µM), for the others: top-dose activity, negative = inhibition, actives largely listed as inhibitors | AlphaScreen L3MBTL1–H3K9me1 peptide binding; further: nearly all actives have a fitted effect of over 60% in size
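Displacement of a biotinylated histone H3(1-15) peptide monomethylated at Lys9 (75 nM) from L3MBTL1 (50 nM) was measured by AlphaScreen after a 30 min room-temperature compound incubation; cefsulodin titration served as intraplate control.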
GLA spleen mod: inhibitors or activators of human alpha-galactosidase in spleen homogenate; Potency, µM (highest dose often 80 µM), for inactives: at the top dose activity change, negative = inhibition, actives largely listed as inhibitors; human spleen homogenate, 4MU-alpha-Gal fluorescence, 40 min; hit rate 0.008% among 240,000; AID 2107; P06280;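 further: 0% = enzyme with vehicle and -100% = no enzyme basal signal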
Target sequence (P06280 32-429 limits assumed): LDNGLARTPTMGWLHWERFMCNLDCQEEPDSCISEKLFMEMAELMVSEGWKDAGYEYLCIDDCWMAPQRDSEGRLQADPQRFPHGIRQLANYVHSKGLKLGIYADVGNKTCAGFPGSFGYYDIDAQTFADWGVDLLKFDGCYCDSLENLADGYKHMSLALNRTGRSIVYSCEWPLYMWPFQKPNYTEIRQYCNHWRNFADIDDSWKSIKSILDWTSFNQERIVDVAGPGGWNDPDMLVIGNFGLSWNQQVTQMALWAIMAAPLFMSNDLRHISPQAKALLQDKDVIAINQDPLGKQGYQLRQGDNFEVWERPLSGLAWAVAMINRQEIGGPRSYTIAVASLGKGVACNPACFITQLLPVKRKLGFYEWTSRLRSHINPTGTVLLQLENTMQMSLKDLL
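Inhibition or activation of alpha-galactosidase in human spleen homogenate is scored by 4-MU fluorescence after 40 min at 37C, pH 5.0, with 1 mM substrate. AC50s come from concentration-response fitted to the Hill equation.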
Tau fluor cs: counter-screen for tau fibril formation inhibitors; tau K18 P301L (four-repeat tau fragment) Alexa594 fluorescence, heparin fibrillization; Potency, µM (highest dose often 57.7 µM), for inactives: at the top dose activity change, negative = decrease; hit rate 0.93% among 280,000; AID 1463; further: nearly all actives have a fitted effect of over 55% in size
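Human K18 P301L tau (15 uM unlabeled plus 0.24 uM Alexa 594-labeled, final) in 100 mM sodium acetate pH 7 was mixed with compound and 20 uM heparin and incubated 6 hr at 37 C.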
Tau FP inhib: tau fibrillization inhibition (FP); P10636; K18 P301L tau heparin fibrillization, Alexa594 FP, 6 h; Potency, µM (highest dose often 57.7 µM), for the others: at the highest dose activity, negative = inhibition, most hits filed as inhibitors; hit rate 0.39% among 280,000; AID 1468; further: nearly all actives have a fitted effect of over 55% in size
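Read-out: fluorescence polarization of Alexa 594-labeled tau (0.24 uM), 555 nm excitation, 632 nm emission. Mixtures held 15 uM unlabeled K18 P301L, compound and 20 uM heparin, pH 7 acetate buffer, incubated 6 hr at 37 C.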
TR SRC2 fluor cs: counter-screen for TRb-SRC2 inhibitors: fluorescence interference. TRb/SRC2 Texas Red total fluorescence interference. Potency, µM (highest dose often 106 µM), for the others: at the top dose fluorescence change, negative = quenching. hit rate 0.29% among 280,000. AID 1479; active means well fitted curve in either direction with a large enough effect; inconclusive means small, poorly fitted or top-dose-only effect
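Human TRβ ligand-binding domain (0.6 uM) and Texas Red SRC2 peptide (20 nM) in Tris buffer with 1 uM T3 and 5% DMSO were incubated with pinned compound for 5 hr at ambient temperature. Total fluorescence was computed as S + 2P (555/632 nm).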
TRb SRC2 PPI: TRbeta-SRC2 interaction inhibition; hit rate 0.065% among 280,000; Potency, µM (highest dose often 106 µM), without a hit: at the highest dose activity change, negative = inhibition, hits mostly inhibitors; TRbeta-SRC2 peptide binding, fluorescence polarization; receptor liganded with 1 µM T3;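 further: plate controls were bound peptide for no effect and peptide without receptor for full effect; nearly all actives have a fitted effect of over 50% in size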
Target sequence (P10828 whole entry, looked up): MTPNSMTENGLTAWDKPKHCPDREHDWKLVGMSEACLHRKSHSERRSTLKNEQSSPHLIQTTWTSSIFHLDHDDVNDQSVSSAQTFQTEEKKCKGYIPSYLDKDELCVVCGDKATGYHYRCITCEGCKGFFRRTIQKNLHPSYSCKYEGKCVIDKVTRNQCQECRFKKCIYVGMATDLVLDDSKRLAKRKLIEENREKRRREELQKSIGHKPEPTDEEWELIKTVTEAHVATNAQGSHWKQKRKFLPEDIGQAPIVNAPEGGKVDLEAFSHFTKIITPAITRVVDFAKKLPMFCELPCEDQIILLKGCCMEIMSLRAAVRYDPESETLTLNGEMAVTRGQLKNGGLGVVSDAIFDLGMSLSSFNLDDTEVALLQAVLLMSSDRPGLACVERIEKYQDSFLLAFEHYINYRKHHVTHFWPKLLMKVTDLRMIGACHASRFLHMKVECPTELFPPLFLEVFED
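Each compound concentration gave % activity, normalized to unbound and bound Texas Red SRC2 controls, from polarization read after 5 hr ambient incubation with T3-loaded human TRb LBD.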
ALDH1A1 inh: blocks purified human ALDH1A1 activity. Purified ALDH1A1, NADH fluorescence, propionaldehyde substrate. AID 1030. P00352. hit rate 7.3% among 220,000. Potency, µM (series often up to 75.3 µM), for the others: at the highest dose activity, negative = inhibition, usual class: inhibitors; active means well fitted inhibition curve with a large enough effect, not every such curve was filed as active; inconclusive means small, poorly fitted or top-dose-only effect, or another doubt; inactive means no such curve, though single readings can be large or run the other way;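 further: plate controls were no enzyme wells and a reference inhibitor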
An asterisk follows results filed as active; & = joins results of further samples; ! = repeats disagree; [ ] = dose if it differs, or a comment. Unless noted, the call rests on the fitted dose curve; in most records, active means well fitted curve in the direction sought with a large enough effect; inconclusive means small, poorly fitted or top-dose-only effect, or another doubt; inactive means no such curve, though single readings can be large; an effect the other way counts as inactive or inconclusive. Unless noted, on the % scale 0 is the no-effect control and ±100 the full control effect; potency means the concentration at half of the fitted maximal effect.

Cc1ccc(C(=O)N[C@@H](C)CN2C3=NC[C@@H](Cc4ccccc4)N3C[C@H]2Cc2ccc(O)cc2)cc1Br was read as Tau fibril ThT inconclusive, L3MBTL1 block -23%, GLA spleen mod 2%, Tau fluor cs -18%, Tau FP inhib 0%, TR SRC2 fluor cs 1%, TRb SRC2 PPI 3% and ALDH1A1 inh inconclusive.
For CCCC/C=C/[C@@H](NP(=O)(c1ccccc1)c1ccccc1)c1ccccc1OC the results were Tau fibril ThT inconclusive, GLA spleen mod 8%, Tau fluor cs -5%, Tau FP inhib inconclusive, TR SRC2 fluor cs -4%, TRb SRC2 PPI -2% and ALDH1A1 inh -12%.
CCCCCCCCc1[se]c2ccccc2c1Br was read as Tau fibril ThT -15%[81.4 µM], GLA spleen mod 1%[119 µM], Tau fluor cs -5%[81.3 µM], Tau FP inhib 1%[81.3 µM], TR SRC2 fluor cs 4%, TRb SRC2 PPI 2% and ALDH1A1 inh -7%.
`CC(C)C1C(c2ccccc2)N(C)C(c2ccccc2)CC1(O)c1ccccc1` (stereo unspecified) gave Tau fibril ThT -1%, GLA spleen mod 11%, Tau fluor cs -22%, Tau FP inhib inconclusive, TR SRC2 fluor cs 1%, TRb SRC2 PPI -1% and ALDH1A1 inh 0%.
For O=C(Nc1ccc2nc(SCC(=O)N3CCCc4ccccc43)sc2c1)c1ccccc1F the results were Tau fibril ThT inconclusive, Tau fluor cs inconclusive, Tau FP inhib -12%, TR SRC2 fluor cs 8% and TRb SRC2 PPI -5%.
`COc1cccc(N2CCN(CC(=O)Nc3ccc(SC(F)F)cc3)CC2)c1` gave Tau fibril ThT inconclusive, L3MBTL1 block -9%, GLA spleen mod -6%, Tau fluor cs inconclusive, Tau FP inhib 9%, TR SRC2 fluor cs -4%, TRb SRC2 PPI -2% and ALDH1A1 inh -5%.
CC(=O)C1C(=O)NC23CCCCC2C1c1ccccc1O3 (stereo unspecified) was read as Tau fibril ThT -1%, L3MBTL1 block -10%, GLA spleen mod 9%, Tau fluor cs 4%, Tau FP inhib 9%, TR SRC2 fluor cs -3%, TRb SRC2 PPI -18% and ALDH1A1 inh -6%.
For Cc1[nH]n(-c2ccccc2)c(=O)c1C(c1cccc([N+](=O)[O-])c1O)c1c(C)[nH]n(-c2ccccc2)c1=O the results were Tau fibril ThT 7.9µM*, L3MBTL1 block -1%, GLA spleen mod -4%, Tau fluor cs inconclusive, Tau FP inhib -9%, TR SRC2 fluor cs 2%, TRb SRC2 PPI 1% and ALDH1A1 inh 16µM*.
N#CC(c1ccc(Cl)nn1)c1c(F)cccc1Cl (stereo unspecified) was read as Tau fibril ThT -5%, L3MBTL1 block 9%, GLA spleen mod 5%, Tau fluor cs -3%, Tau FP inhib -7%, TR SRC2 fluor cs -4%, TRb SRC2 PPI -3% and ALDH1A1 inh 14µM*.
Screening c1ccc(CCn2nnnc2CN2CCC(n3nnc4ccccc43)CC2)cc1 returned Tau fibril ThT 1%, L3MBTL1 block 9%, GLA spleen mod -1%, Tau fluor cs 3%, Tau FP inhib -4%, TR SRC2 fluor cs 0%, TRb SRC2 PPI -2% and ALDH1A1 inh -2%.
CCOC(=O)c1c(/N=C/C2C(=O)NC(=O)NC2=O)sc2c1CCC2 was read as Tau fibril ThT inconclusive, L3MBTL1 block 10%, GLA spleen mod 5%, Tau fluor cs -2%, Tau FP inhib -16%, TR SRC2 fluor cs -2%, TRb SRC2 PPI -8% and ALDH1A1 inh -6%.
For COc1ccc(Cn2c(O)c(C=NCCN3CCOCC3)c(=O)[nH]c2=O)cc1 the results were Tau fibril ThT -7%, L3MBTL1 block -4%, GLA spleen mod -14%, Tau fluor cs inconclusive, Tau FP inhib 4%, TR SRC2 fluor cs -6%, TRb SRC2 PPI 2% and ALDH1A1 inh inconclusive.
`CN1[C@@H]2CC[C@H]1CC(OC(=O)C1C=Nc3ccccc31)C2` (stereo partly specified) gave Tau fibril ThT -7%, L3MBTL1 block -3%, GLA spleen mod -3%, Tau fluor cs -5%, Tau FP inhib 7%, TR SRC2 fluor cs -2%, TRb SRC2 PPI -2% and ALDH1A1 inh 0%.
For Fc1ccc(Cn2nnnc2C(c2ccc(Cl)cc2)N2CC=C(c3ccc(F)cc3)CC2)cc1 (stereo unspecified) the results were Tau fibril ThT -4%, L3MBTL1 block -1%, GLA spleen mod -7%, Tau fluor cs -18%, Tau FP inhib -15%, TR SRC2 fluor cs -1%, TRb SRC2 PPI 18% and ALDH1A1 inh inconclusive.
Screening CCCCn1c(O)c(C(CC)=Nc2ccc(OC)cc2OC)c(=O)[nH]c1=O returned Tau fibril ThT -5%, L3MBTL1 block -16%, GLA spleen mod -6%, Tau fluor cs 0%, Tau FP inhib 10%, TR SRC2 fluor cs -2%, TRb SRC2 PPI -3% and ALDH1A1 inh 5%.
COC(C)C(O)(C(=O)OC1=CCN2CC[C@H](O)[C@H]12)C(C)C (stereo partly specified) was read as Tau fibril ThT -4%, GLA spleen mod 4%, Tau fluor cs -9%, Tau FP inhib -4%, TR SRC2 fluor cs -2%, TRb SRC2 PPI -9% and ALDH1A1 inh 10%.
Cc1ccc(NC(=O)Cn2cc(C(=O)c3ccccc3)c3ccccc32)cc1 was read as Tau fibril ThT 5%, Tau fluor cs inconclusive, Tau FP inhib -19%, TR SRC2 fluor cs 0.025µM*[quencher] and TRb SRC2 PPI -15%.
COc1ccc(OC)c(N2C(=O)NC(=O)/C(=C\c3ccc([N+](=O)[O-])s3)C2=O)c1 was read as Tau fibril ThT 11µM*, L3MBTL1 block 10µM*, GLA spleen mod -9%, Tau fluor cs inconclusive, Tau FP inhib inconclusive, TR SRC2 fluor cs 16% and ALDH1A1 inh 25µM*.
`CN1CCN(c2ccc(S(C)(=O)=O)cc2[N+](=O)[O-])CC1` gave Tau fibril ThT -3%, L3MBTL1 block 4%, GLA spleen mod 1%, Tau fluor cs 0%, Tau FP inhib 5%, TR SRC2 fluor cs -2%, TRb SRC2 PPI -2% and ALDH1A1 inh 6%.
For COc1cc2c(cc1O)CC[n+]1cc3c(OC)c(OC)ccc3cc1-2 the results were Tau fibril ThT inconclusive, L3MBTL1 block -5%, GLA spleen mod -5%, Tau fluor cs -10%, Tau FP inhib -5%, TR SRC2 fluor cs -8%, TRb SRC2 PPI -2% and ALDH1A1 inh 10%.
Screening [O]=[Cr](=[O])([OH])[O][Cr](=[O])(=[O])[OH] returned GLA spleen mod -4%&7%&-7%, TR SRC2 fluor cs inconclusive, TRb SRC2 PPI -4%&-15%&-17%&-1% and ALDH1A1 inh -10%&0%&-2%.
Screening C[N+]1(C)CCOC(O)(c2ccc(-c3ccc(C4(O)C[N+](C)(C)CCO4)cc3)cc2)C1 (stereo unspecified) returned Tau fibril ThT -10%&-15%&-9%, L3MBTL1 block 3%, GLA spleen mod 4%&4%&3%, Tau fluor cs 1%&-4%&-10%, Tau FP inhib -5%&-9%&-7%, TR SRC2 fluor cs 0%&-2%&1%, TRb SRC2 PPI 5%&4%&4% and ALDH1A1 inh 14µM*!.
`CC(=O)Nc1cccc([As](=O)(c2cccc(NC(C)=O)c2)c2cccc(NC(C)=O)c2)c1` gave Tau fibril ThT -1%, L3MBTL1 block 1%, GLA spleen mod 1%, Tau fluor cs -2%, Tau FP inhib -5%, TR SRC2 fluor cs 0% and TRb SRC2 PPI 4%.
For O=C(CN1CCN(c2ccccc2F)CC1)Nc1cccnc1Cl the results were Tau fibril ThT -3%, L3MBTL1 block inconclusive, GLA spleen mod 5%, Tau fluor cs 0%, Tau FP inhib -1%, TR SRC2 fluor cs -2%, TRb SRC2 PPI -1% and ALDH1A1 inh inconclusive.
Screening CCCCC/C=C\C/C=C\C/C=C\C/C=C\CCCC(=O)NC(C)C(=O)O (stereo unspecified) returned Tau fibril ThT -9%, GLA spleen mod -5%, Tau fluor cs -6%, Tau FP inhib -4%, TR SRC2 fluor cs -3%, TRb SRC2 PPI 3% and ALDH1A1 inh -4%.
Screening CCC(=NCCC(c1ccccc1)c1ccccc1)c1c(O)n(C)c(=O)n(C)c1=O returned Tau fibril ThT -16%, L3MBTL1 block -3%, GLA spleen mod 1%, Tau fluor cs -11%, Tau FP inhib 1%, TR SRC2 fluor cs 6%, TRb SRC2 PPI 6% and ALDH1A1 inh -15%.
For C[N+](C)(C)CC#CCOC(=O)Nc1cccc(Cl)c1 the results were Tau fibril ThT -4%&4%, GLA spleen mod 5%&-2%&-3%, Tau fluor cs -2%&0%, Tau FP inhib -5%&3%, TR SRC2 fluor cs -2%&0%&0%, TRb SRC2 PPI 6%&3%&-4% and ALDH1A1 inh 7.9µM*.

Part of the list above in order of formula weight, low to high.
Screening [O]=[Cr](=[O])([OH])[O][Cr](=[O])(=[O])[OH] returned GLA spleen mod -4%&7%&-7%, TR SRC2 fluor cs inconclusive, TRb SRC2 PPI -4%&-15%&-17%&-1% and ALDH1A1 inh -10%&0%&-2%.
For C[N+](C)(C)CC#CCOC(=O)Nc1cccc(Cl)c1 the results were Tau fibril ThT -4%&4%, GLA spleen mod 5%&-2%&-3%, Tau fluor cs -2%&0%, Tau FP inhib -5%&3%, TR SRC2 fluor cs -2%&0%&0%, TRb SRC2 PPI 6%&3%&-4% and ALDH1A1 inh 7.9µM*.
For O=C(CN1CCN(c2ccccc2F)CC1)Nc1cccnc1Cl the results were Tau fibril ThT -3%, L3MBTL1 block inconclusive, GLA spleen mod 5%, Tau fluor cs 0%, Tau FP inhib -1%, TR SRC2 fluor cs -2%, TRb SRC2 PPI -1% and ALDH1A1 inh inconclusive.
Screening CCCCC/C=C\C/C=C\C/C=C\C/C=C\CCCC(=O)NC(C)C(=O)O (stereo unspecified) returned Tau fibril ThT -9%, GLA spleen mod -5%, Tau fluor cs -6%, Tau FP inhib -4%, TR SRC2 fluor cs -3%, TRb SRC2 PPI 3% and ALDH1A1 inh -4%.

This is a subset (hit frequency here may not be typical).
